PI5P4Ka inh – qHTS for Inhibitors of phosphatidylinositol 5-phosphate 4-kinase (PI5P4K) | 1.2% of 330,000 active | PI5P4Kalpha enzyme, ADP-Glo luminescence, 60 min; hits give low values | max response, % | AID 652105, 2013; active = max response of -50% or lower; inconclusive = between -30% and -50%; inactive = -30% or higher; also: value at the top dose of about 77 µM; % is scaled to controls: 0 for no effect and ±100 for the full control effect
Target sequence (P48426 whole entry, looked up): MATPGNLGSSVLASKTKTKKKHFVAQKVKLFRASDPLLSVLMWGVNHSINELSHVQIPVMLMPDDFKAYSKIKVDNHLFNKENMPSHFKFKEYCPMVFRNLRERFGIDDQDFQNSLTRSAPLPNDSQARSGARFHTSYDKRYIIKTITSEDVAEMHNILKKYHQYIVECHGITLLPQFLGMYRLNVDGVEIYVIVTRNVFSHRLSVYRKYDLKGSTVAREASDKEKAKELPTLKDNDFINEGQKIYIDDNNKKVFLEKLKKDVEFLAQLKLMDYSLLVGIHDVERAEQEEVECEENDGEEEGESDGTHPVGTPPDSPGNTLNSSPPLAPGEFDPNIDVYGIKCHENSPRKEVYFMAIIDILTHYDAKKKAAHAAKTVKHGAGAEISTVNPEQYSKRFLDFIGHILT
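Compounds were pin-transferred onto PI5P4Kalpha and substrate in HEPES pH 7.4 buffer with EGTA, CHAPS and 5% DMSO. ATP (5 microM final) started the reaction, which ran 60 minutes at room temperature before ADP-Glo detection.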
EPAC1 antagonist – qHTS for Antagonist of cAMP-regulated guanine nucleotide exchange factor 3 (EPAC1): primary screen; Rap guanine nucleotide exchange factor 3 (Homo sapiens), O95398; EPAC1 GEF assay, Rap1b-BODIPY-GDP exchange fluorescence; Potency, µM (series often up to 115 µM), inactives show at the highest dose activity change, negative = inhibition, usual class: inhibitors; 0.14% of 360,000 active; AID 720709, 2013;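 also: potency is read from the fitted curve at half-maximal effect; plate controls were vehicle for no effect and positive control for full effect; nearly all actives have a fitted effect of over 50% in size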
PLK1 PBD inh – qHTS for Inhibitors of PLK1-PDB (polo-like kinase 1 - polo-box domain): Primary Screen; Potency, µM, inactives show max response, negative = inhibition, actives largely listed as inhibitors; Plk1 PBD binding of FITC phosphopeptide, fluorescence polarization; 2.8% of 360,000 active; AID 720504, 2013; also: potency is read from the fitted curve at half-maximal effect; series mostly up to about 57 µM; % is scaled to controls: 0 for no effect and ±100 for the full control effect; nearly all actives have a fitted effect of over 65% in size
Target sequence (P53350 whole entry, looked up, the tested form may be a part): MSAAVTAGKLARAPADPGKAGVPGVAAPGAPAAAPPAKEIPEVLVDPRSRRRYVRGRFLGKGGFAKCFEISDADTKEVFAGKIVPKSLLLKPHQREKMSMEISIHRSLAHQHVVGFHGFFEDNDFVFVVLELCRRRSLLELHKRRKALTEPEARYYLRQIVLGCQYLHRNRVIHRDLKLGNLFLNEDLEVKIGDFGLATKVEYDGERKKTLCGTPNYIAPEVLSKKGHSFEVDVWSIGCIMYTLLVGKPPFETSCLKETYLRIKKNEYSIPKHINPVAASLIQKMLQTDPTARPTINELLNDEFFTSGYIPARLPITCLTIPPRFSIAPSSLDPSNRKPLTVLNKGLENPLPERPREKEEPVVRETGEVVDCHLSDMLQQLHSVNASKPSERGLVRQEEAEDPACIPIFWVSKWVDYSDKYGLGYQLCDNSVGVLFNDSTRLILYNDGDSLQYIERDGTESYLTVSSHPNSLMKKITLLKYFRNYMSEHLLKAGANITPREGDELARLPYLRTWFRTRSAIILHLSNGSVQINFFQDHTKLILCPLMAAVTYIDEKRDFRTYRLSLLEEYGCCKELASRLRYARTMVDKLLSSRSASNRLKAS
IL2 activator – qHTS of IL-2 Activators; IL-2 activation reporter assay, cell-based qHTS; stimulated with anti-CD3/CD4/CD28 beads; in transgenic mouse T cells; activation, % (series mostly up to about 46 µM); 0.065% of 360,000 active; AID 652025, 2013; in the data active = activation above about 50%; inconclusive = mostly about 30% to 49%; also: 0% is about no effect
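EGFP and DsRed fluorescence is measured by plate cytometry in unstimulated transgenic mouse T cells exposed to compound for 60 minutes, then stimulated 18 hours at 37 degrees C with anti-CD3/anti-CD4 beads plus anti-CD28.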
EPAC1 ag – qHTS for Agonist of cAMP-regulated guanine nucleotide exchange factor 3 (EPAC1): primary screen; Rap guanine nucleotide exchange factor 3 (Homo sapiens), O95398; EPAC1 agonist qHTS, biochemical assay; response scale: 100% = response to 6.5 mM cAMP; Potency, µM (titrated, usually from 154 µM), for inactives: top-dose activation, most hits filed as activators; 0.073% of 360,000 active; also: potency is read from the fitted curve at half-maximal effect; nearly all actives have a fitted effect of over 60% in size
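Nucleotide exchange assay: 100 nM EPAC1 with 250 nM Rap1B loaded with BODIPY-GDP and 50 uM GDP, room temperature. Fluorescence (480/540 nm) read every 5 min for 30 min; signal change normalized to 6.5 mM cAMP as full agonist.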
FUS yeast rescue – qHTS for Suppressors of FUS Proteinopathy: Primary screen using FUS-linked yeast assay. 0.24% of 390,000 active. S. cerevisiae FUS-expressing, growth rescue, OD600, 24 h. AID 1347120, 2019. Potency, µM (titrated, usually from 76.6 µM), for the others: at the highest dose growth rescue (activation), usual class: activators;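 also: potency is read from the fitted curve at half-maximal effect; plate controls were DMSO vehicle for no effect and reference control for full effect; nearly all actives have a fitted effect of over 55% in size; some results filed as inactive show a strong effect at the top dose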
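Read-out: OD at 600 nm after 24hr at 30C, reporting rescue of FUS-induced yeast toxicity. Cells at OD 0.005 in galactose (2%) minimal medium; compounds tested in a dilution series; CP55940 titration from 92uM final as control.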
WRN helicase inh – qHTS for Inhibitors of WRN Helicase. Bifunctional 3'-5' exonuclease/ATP-dependent helicase WRN (Homo sapiens), Q14191. WRN helicase unwinding, fluorescent forked duplex, kinetic. Potency, µM (doses to about 114 µM), inactives show at the highest dose activity change, negative = inhibition, hits mostly inhibitors. 0.46% of 360,000 active. AID 651768, 2012; also: potency is read from the fitted curve at half-maximal effect; % is scaled to controls: 0 for no effect and ±100 for the full control effect; nearly all actives have a fitted effect of over 55% in size
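WRN at 20 nM final was preincubated with compound for 15 min at room temperature; reaction started with 100 nM forked duplex oligonucleotide carrying fluorophore and quencher plus 2 mM ATP (final). Unwinding followed kinetically by red fluorescence (ex 525/em 598 nm).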
Abeta rescue – qHTS for compounds that reverse cellular toxicity of Amyloid beta (A-beta) peptide in yeast: Primary Screen; 0.063% of 410,000 active; yeast expressing A-beta42, growth rescue, OD600, 48 h; response scale: 0% DMSO, 100% iron-clioquinol control; Potency, µM (highest dose often 46.1 µM), for inactives: at the top dose growth rescue, actives largely listed as activators; also: potency is read from the fitted curve at half-maximal effect; nearly all actives have a fitted effect of over 55% in size
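Yeast A-beta toxicity model in growth medium with pinned compounds, 48 h at 30 C; growth read as absorbance at 600 nm. Normalized to FeCl3/clioquinol equimolar mix (positive) and DMSO (negative).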
* hit, by the source's call; u = inconclusive; x = not tested or not shown; [ ] = remark or other dose. Unless noted, calls follow the shape of the dose curve; as a rule, active = well fitted curve in the direction sought with a large enough effect; inconclusive = small, poorly fitted or top-dose-only effect, or another doubt; inactive = no such curve, though single readings can be large; an effect the other way counts as inactive or inconclusive.

item	structure	PI5P4Ka inh	EPAC1 antagonist	PLK1 PBD inh	IL2 activator
1	COc1cc(C2C(C(C)=O)=C(O)C(=O)N2c2ccc(Br)cn2)ccc1O (stereo not given)	-3	-7%	-11%	-1.7
2	NC(=O)c1nsc(C(=O)N(CC(=O)NC2CCCC2)c2ccc(F)c(Cl)c2)c1N	2	-16%	3%	0.3
3	CC(C)(S)[C@@H](N)C(=O)O	-1	-7%	-3%	-0.6
4	COc1ccc(OC)c(NC(=O)CSc2nc(-c3ccccc3)cc(=O)[nH]2)c1	-5	-7%	-4%	0.0
5	COc1cccc(C(=O)NC(=S)Nc2ccc3oc(=O)ccc3c2)c1	-8	3%	-7%	-0.4
6	CCCNC(=O)C1=C(C)C(=O)OC12CCC(C)CC2 (stereo not given)	7	-4%	-16%	-0.5
7	Cn1c(-c2ccc3c(c2)OCO3)cc(=O)c2ccccc21	1	-11%	-12%	-0.1
8	COc1ccc(C2=NS(=O)(=O)N(C)C(C(=O)N3CCCCC3)=C2)cc1OC	2	7%	-6%	-0.7
9	Cc1noc(C)c1S(=O)(=O)N1CCN(c2ccc(Cl)cc2)CC1	0	-19%	-6%	9.7
10	Cc1ccc2c(c1)N(CC(=O)N1CCN(C3CCCCC3)CC1)C(=O)CO2	2	-35%	-6%	4.2

item	EPAC1 ag	FUS yeast rescue	WRN helicase inh	Abeta rescue
1	8%	u	-10%	1%
2	-2%	13%	5%	1%
3	3%	-30%	-7%	1%
4	-6%	-9%	1%	-6%
5	-3%	x	0%	12%
6	-2%	-10%	-8%	-4%
7	-15%	-14%	10%	-33%
8	11%	3%	-5%	2%
9	13%	-5%	-6%	-2%
10	4%	8%	-26%	-1%

The listing continues:
item	structure	PI5P4Ka inh	EPAC1 antagonist	PLK1 PBD inh	IL2 activator
11	CC(C)CCC1(CCNC(=O)c2cccs2)CCOC(C)(C)C1 (stereo not given)	-5	-8%	0%	-1.0
12	COc1ccc(-c2cc(-c3nnc(COC(=O)CC4CCCC4)o3)c3ccccc3n2)cc1OC	-1	-1%	2%	-1.2
13	COC(=O)[C@@H](Cc1ccccc1)NC(=O)NCCc1c[nH]c2ccccc12	-3	-19%	-4%	-5.3
14	CCc1ccccc1NC1Nc2cc(C)nn2S1 (stereo not given)	0	-6%	-22%	2.0
15	O=C(NCCNc1ccc(Cl)cc1[N+](=O)[O-])c1cccnc1	3	2%	-15%	-2.6
16	O=[N+]([O-])c1cc(F)cc(F)c1Nc1ccc(F)cc1	-4	-7%	-12%	-0.8
17	O=C(O)CCC(=O)N1CCc2cc(S(=O)(=O)Nc3ccc4c(c3)OCCO4)ccc21	5	-11%	-7%	1.7
18	CN(N)C(=S)Nc1ccc(F)cc1	-2	-4%	-8%	0.9
19	CC(/C=C/c1ccccc1)=N/NC(=O)c1cnccn1	10	-5%	-6%	1.3
20	CCOC(=O)c1c(N)n(C2CC(C)(C)NC(C)(C)C2)c2nc3ccccc3nc12	x	9%	0%	0.3

item	EPAC1 ag	FUS yeast rescue	WRN helicase inh	Abeta rescue
11	-13%	18%	-3%	-34%[inhibitor]
12	11%	22%	-10%[57.1 µM]	2%
13	2%	21%	-1%	-2%
14	-4%	2%	7%	-5%
15	4%	12%	2%	-15%
16	5%	-8%	10%	-5%
17	6%	2%	-6%	-18%
18	-7%	-26%	-9%	18%
19	7%	16%	-1%	4%
20	-7%	11%	21%	10%

3 of these compounds, set out differently:
entry | SMILES | PI5P4Ka inh | EPAC1 antagonist | PLK1 PBD inh | IL2 activator | EPAC1 ag | FUS yeast rescue | WRN helicase inh | Abeta rescue
16 | O=[N+]([O-])c1cc(F)cc(F)c1Nc1ccc(F)cc1 | -4 | -7% | -12% | -0.8 | 5% | -8% | 10% | -5%
17 | O=C(O)CCC(=O)N1CCc2cc(S(=O)(=O)Nc3ccc4c(c3)OCCO4)ccc21 | 5 | -11% | -7% | 1.7 | 6% | 2% | -6% | -18%
18 | CN(N)C(=S)Nc1ccc(F)cc1 | -2 | -4% | -8% | 0.9 | -7% | -26% | -9% | 18%

More entries follow.
item	structure	PI5P4Ka inh	EPAC1 antagonist	PLK1 PBD inh	IL2 activator
21	O=C(COc1ccc(S(=O)(=O)N2CCOCC2)cc1)NCCN1CCOCC1	-1	2%	-1%	-0.5
22	COc1cccc(N=Nc2ccc(O)c3ncccc23)c1	-21	u	-18%	-4.4
23	O=C(O)CCNC1CCCCC1	1	-21%	-7%	-1.1
24	O=C(OCc1cccc2ccccc12)C1CC(=O)N(c2ccccc2)C1 (stereo not given)	1	6%	-5%	-0.5
25	Cc1cc(C(F)(F)F)nc(CCNC(=O)C2CCC(=O)N(Cc3cccc(F)c3)C2)n1 (stereo not given)	-2	9%	-8%	1.3
26	c1nc(N2CCCCCC2)c2[nH]cnc2n1	-9	2%	6%	-2.5
27	CNS(=O)(=O)c1ccc(NC(=S)Nc2ccc3c(c2)OCO3)cc1	u	-8%	19µM*	-2.6
28	O=C(CSc1ncn[nH]1)Nc1ccc(OCc2ccccc2)cc1	8	-5%	-3%	-2.5
29	c1cn(C23CC4CC(CC(C4)C2)C3)cn1	-4	12%	0%	2.0
30	O=C(CCN1CCN(c2ccccc2)CC1)NNC(=S)Nc1ccccc1	-3	2%	3%	1.6

item	EPAC1 ag	FUS yeast rescue	WRN helicase inh	Abeta rescue
21	6%	11%	-1%	-12%
22	-5%	32%	11%	-64%[inhibitor]
23	6%	-26%	-5%	-7%
24	0%	9%	16%	-8%
25	-2%	x	-9%	10%
26	-13%	-30%	2%	5%
27	7%	9%	-10%	2%
28	4%	6%	-12%	1%
29	2%	-13%	-5%	15%
30	8%	-11%	-3%	1%

New compounds follow:
item	structure	PI5P4Ka inh	EPAC1 antagonist	PLK1 PBD inh	IL2 activator
31	CCCCN(C(=N)N1CCCCC1)c1nc(C)c([N+](=O)[O-])c(=O)[nH]1	3	14%	-7%	0.8
32	CCc1nnc(NS(=O)(=O)c2ccc(NC(=O)c3cccc(OC(F)(F)C(F)F)c3)cc2)s1	-20	6%	-24%	-0.8
33	CNS(=O)(=O)c1ccc2c(c1)C(=O)c1cc(S(=O)(=O)NC)ccc1CC2	x	-1%	x	-1.2
34	Cc1cccc(OCCc2nnc(N)s2)c1C	1	-6%	-5%	-2.1
35	CCCSc1ccc([C@@H]2[C@H]3C(=O)N(C)C(=O)[C@H]3[C@]3(C(=O)OC)CCCN23)cc1OC	-1	10%	3%	-0.4
36	COc1ccc(Nc2nccc(-c3ccc([N+](=O)[O-])cc3)n2)cc1	2	0%	-5%	-0.1
37	CCOC(=O)Cc1csc(NC(=O)CN2CCCCC2)n1	2	-13%	-13%	0.8
38	O=C(CCC(=O)N1CCc2ccccc2C1)N1CCN(S(=O)(=O)c2ccccc2)CC1	x	-8%	-1%	-2.2
39	CN(C)c1nc(NN)nc(Nc2ccc(F)cc2)n1	-8	-15%	5%	-6.4
40	C[C@@H](CSc1ccc(Br)cc1)CN1CC[C@H](O)CCC1=O	8	-1%	-16%	-2.8

item	EPAC1 ag	FUS yeast rescue	WRN helicase inh	Abeta rescue
31	4%	x	-20%	10%
32	-16%	u	-20%	-10%
33	-5%	-10%	x	-9%
34	2%	-8%	-1%	6%
35	-21%	23%	6%	0%
36	7%	7%	2%	-1%
37	-3%	21%	-34%	1%
38	9%	20%	1%	16%
39	11%	28%	-8%	3%
40	4%	3%	4%	-11%

Given with tabs: entries from further up.
nr	mol	PI5P4Ka inh	EPAC1 antagonist	PLK1 PBD inh	IL2 activator	EPAC1 ag	FUS yeast rescue	WRN helicase inh	Abeta rescue
21	O=C(COc1ccc(S(=O)(=O)N2CCOCC2)cc1)NCCN1CCOCC1	-1	2%	-1%	-0.5	6%	11%	-1%	-12%
30	O=C(CCN1CCN(c2ccccc2)CC1)NNC(=S)Nc1ccccc1	-3	2%	3%	1.6	8%	-11%	-3%	1%

(more compounds)
item	structure	PI5P4Ka inh	EPAC1 antagonist	PLK1 PBD inh	IL2 activator
41	COc1ccc(C(=O)Nc2ccc(CN3CCS(=O)(=O)CC3)cc2)cc1	-1	13%	5%	1.2
42	CNS(=O)(=O)c1cccc(C(=O)OCC(=O)N(Cc2ccccc2)C(C)(C)C)c1	0	9%	-10%	-1.0
43	CCC(Sc1nc2ncccc2[nH]1)C(=O)NCCc1ccccc1 (stereo not given)	2	-1%	5%	-1.4
44	CCCCn1c(N)c(N(CCC(C)C)C(=O)c2ccc(C)o2)c(=O)[nH]c1=O	4	-1%	-11%	0.7
45	Nc1sc(-c2ccccc2)cc1-c1n[nH]c(=S)n1C1CCCCC1	-5	-1%	1%	0.8
46	N#C/C(=C\c1ccc(N2CCOCC2)o1)C(=O)N1CCOCC1	11	-22%	82%[activator]	5.5
47	NS(=O)(=O)c1cccc(NC(=O)COC(=O)c2cc(Cl)ccc2[N+](=O)[O-])c1	-6	2%	u	-2.7
48	CCSc1nnc(NC(=O)C2Cc3ccccc3CN2S(=O)(=O)CC)s1 (stereo not given)	u	-28%	-16%	-5.9

item	EPAC1 ag	FUS yeast rescue	WRN helicase inh	Abeta rescue
41	-2%	18%	5%	8%
42	17%	30%	7%	7%
43	-4%	-11%	-3%	1%
44	12%	13%	0%	-15%
45	-5%	43%	0%	22%
46	u	-1%	0%	-17%
47	-3%	17%	2%	3%
48	3%	3.5µM*	-18%[57.1 µM]	2%

Screening results (PubChem BioAssay)
